human PMI inhibitors = MPI inhibition at elevated mannose 6-phosphate – biochemical, fluorescence intensity, high mannose 6-phosphate, primary screen (AID 1220). recombinant PMI enzyme, coupled fluorescence intensity; higher % means a stronger effect. one-dose inhibition, % at 20 µM; IC50 in µM for titrated hits. actives 0.66% (n = 190,000)
P. falciparum M17LAP = P. falciparum M17LAP inhibitors, primary screen, biochemical, fluorogenic H-Leu-NHMec substrate, 1536-well (AID 1619); recombinant M17LAP, H-Leu-NHMec fluorogenic kinetic assay; higher % means a stronger effect; inhibition, % at 30 µM; hits with a dose series show IC50 in µM; actives 0.38% (n = 220,000);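 active means compound inhibiting the enzyme by more than half at any dose during confirmatory dose-response retesting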;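 further: plate controls were full reaction with DMSO carrier for no effect and no enzyme background for full effect; strong numbers were not always called active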
Yfh1-depleted yeast = enhancers of respiration in Yfh1-depleted yeast, dose response, Friedreich's ataxia, plus single-dose screen (AID 1465); one-dose fold induction at 50 µM; EC50 in µM for titrated hits; S. cerevisiae Yfh1-off respiration, WST-1 reduction, 72 h; higher fold induction means a stronger effect; actives 0.074% (n = 220,000);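 active means fold induction of absorbance versus untreated yeast above a set limit, then at least 30% activation at any dose in follow-up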;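 further: activators that raise dye reduction in frataxin-depleted yeast; strong numbers were not always called active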
TNAP activation fold = stimulation of alkaline phosphatase TNAP activity – biochemical, luminescent, no phosphate acceptor, uHTS, primary screen (AID 1001); purified TNAP, luminescent activation assay, no phosphate acceptor; higher activation fold means a stronger effect; one-dose activation fold at 20 µM; EC50 in µM for titrated hits; actives 0.03% (n = 200,000); in the data active means activation fold from about 3, or a potency from the dose series; inactive means the rest, 99 in 100 with activation fold below about 1.6; further: many of its hits are not listed in these tables
XIAP antagonists = XIAP antagonists, biochemical, IAP family, fluorescence polarization (AID 1018); XIAP BIR domain, fluorescence polarization peptide displacement; higher % means a stronger effect; displacement, % at 20 µM, or IC50 in µM where a hit was titrated; actives 0.007% (n = 200,000); in the data active means displacement above about 50%; further: a part of the inactive calls stands beside numbers as strong as those of hits
LYP phosphatase = inhibitors of LYP phosphatase, biochemical, fluorescence intensity, uHTS (AID 1779). inhibition, % at 11.5 µM, or IC50 in µM where a hit was titrated. recombinant LYP phosphatase, fluorescence intensity; higher % means a stronger effect. actives 0.054% (n = 290,000);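 further: plate controls were vehicle with enzyme for no effect and no enzyme for full effect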
M1AAP inhibition = P. falciparum M1AAP inhibitors, biochemical, fluorogenic H-Leu-NHMec substrate, 1536-well (AID 1445); recombinant M1AAP, H-Leu-NHMec fluorogenic kinetic assay; higher % means a stronger effect; one-dose inhibition, % at 30 µM; IC50 in µM for titrated hits; actives 0.42% (n = 220,000);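 active means primary inhibition above the hit cutoff, then over 50% inhibition at one or more dose response concentrations, cut at about 23% in these data, passing the limit was not always enough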;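 further: plate controls were DMSO full reaction for no effect and no enzyme background for full effect; strong numbers were not always called active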
WT yeast gro inh = growth inhibition of WT yeast, mitochondrial fusion screen. actives 2.1% (n = 190,000). mitochondrial fusion phenotypic screen, WT strain. inhibition, % at 10 µM. AID 1362; in the data active means inhibition above about 58%; tested in S. cerevisiae
human PMI inhibition = MPI enzyme activity inhibition – biochemical, fluorescence intensity, coupled assay, primary screen (AID 1209); purified PMI enzyme, coupled fluorescence intensity; higher % means a stronger effect; one-dose inhibition, % at 20 µM; IC50 in µM for titrated hits; actives 0.42% (n = 190,000);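 further: plate controls were DMSO vehicle for no effect and wells lacking substrate for full effect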
WT yeast gro inh mutant strain = further read-out of WT yeast gro inh, marked with its call; inhibition, %; mitochondrial fusion phenotypic screen, mutant strain inhibition
* hit, by the source's call; i = inactive; . = no result given; & = joins results of further samples. Unless noted, no stated cut-off is given here; in the data, active means inhibition above about 50%; inactive means the rest.

SMILES,Yfh1-depleted yeast,M1AAP inhibition,human PMI inhibitors,WT yeast gro inh,human PMI inhibition,P. falciparum M17LAP,XIAP antagonists,LYP phosphatase,TNAP activation fold,WT yeast gro inh mutant strain
CCOc1cc(-c2cc(N)n[nH]2)cc(OCC)c1OCC,.,9%,61%*,9,11%,-3%,-3.8%,3%,1.1,-2
CC(=O)N/C(=C\c1ccc(F)cc1)C(=O)N(C)C,i,3%,-8%,1,-17%,-5%,3.0%,2%,1.2,16
Cc1ccc(SCCC(=O)N/N=C/c2ccccc2O)cc1,i,-5%,2%,24,1%,-9%,-9.5%,-4%,1.2,18
CCc1nc(C)ccc1OCC(=O)N(CC)CC,i,2%,-3%,-20,2%,12%,-6.1%,2%,1.1,-10
CN1CCN(S(=O)(=O)c2cccs2)CC1,i,.,-3%,9,3%,.,-2.5%,-5%,1,-1
Cc1cccc(N2CCN(C(=O)/C=C/c3cccs3)CC2)c1C,i,4%,2%,27,5%,3%,1.5%,3%,1.1,-11
Cc1ccccc1CS(=O)(=O)CCC(=O)NCc1ccccn1,i,2%,-3%,7,-1%,7%,-3.7%,-5%,1.1,0
Cc1ccc(N/C=C2/Sc3ccccc3NC2=O)cc1,i,-2%,4%,6,-3%,3%,-1.6%,-6%,1.1,6

Brought forward from above: 2 compounds, followed by the next part.
SMILES,Yfh1-depleted yeast,M1AAP inhibition,human PMI inhibitors,WT yeast gro inh,human PMI inhibition,P. falciparum M17LAP,XIAP antagonists,LYP phosphatase,TNAP activation fold,WT yeast gro inh mutant strain
Cc1ccccc1CS(=O)(=O)CCC(=O)NCc1ccccn1,i,2%,-3%,7,-1%,7%,-3.7%,-5%,1.1,0
Cc1ccc(N/C=C2/Sc3ccccc3NC2=O)cc1,i,-2%,4%,6,-3%,3%,-1.6%,-6%,1.1,6
CCCCN(C)Cc1cc(=O)oc2cc3c(cc12)CCCC3,i,5%,.,.,.,3%,.,0%,.,.
COc1cc2c(cc1OC)CN(Cc1cccs1)CC2,i,-4%,10%,13,14%,-4%,-17%,2%,1.1,2
COc1ccc(CC2(CO)CCN(C(=O)NCc3ccccc3)CC2)cc1,i,-5%,.,-11,.,12%,-3.8%,-10%,1.1,-32
COCc1[nH][nH]c(=O)c1C=Nc1ccc(OC(F)(F)F)cc1,i,6%,-10%,-2,-18%,18%,-6.4%,1%,2,6
O=C(O)CCCC(=O)Nc1ccc(N2CCCC2)cc1,i,-1%,7%,31,8%,8%,-16%,-6%,1.1,6
COc1cccc(-n2c(CN3CCN(c4ccccc4)CC3)nc3ccc([N+](=O)[O-])cc3c2=O)c1,i,7%,0%,27,7%,0%,-1.3%,-1%,1.2,14
COc1ccccc1N(Cc1cc(=O)[nH]c2ccccc12)C(=O)c1ccc([N+](=O)[O-])cc1,i,-1%,.,.,.,1%,.,-8%,.,.
COc1ccc(C(=O)NNS(=O)(=O)c2ccc(C)cc2)cc1,i,0%,2%,-4,19%,-1%,-7.2%,-8%,1.1,6

The list continues.
SMILES,Yfh1-depleted yeast,M1AAP inhibition,human PMI inhibitors,WT yeast gro inh,human PMI inhibition,P. falciparum M17LAP,XIAP antagonists,LYP phosphatase,TNAP activation fold,WT yeast gro inh mutant strain
CCOC(=O)N1CCC(NC(=O)c2cc(C(=O)Nc3cccc(C(F)(F)F)c3)ccc2CO)CC1,i,0%,1%,-4,2%,28%,-5.1%,1%,1,-9
C=CCC1(CC=C)CCCN1Cc1nc(COc2ccccc2)no1,i,2%,.,.,.,9%,.,-8%,.,.
CC(NCC(c1ccco1)N1CCCCC1)C(=O)NC1CCCC1 (stereo not given),i,4%,3%,9,-2%,-1%,-4.7%,-8%,1.1,-3
O=c1c2c3nc4ccccc4nc3n(-c3cccc(F)c3)c2ncn1Cc1ccc2c(c1)OCO2,.,.,5%,.,3%,.,-2.8%,-6%,1.1,.
CCCCn1c(=O)[nH]c(=O)c2c1nc(-c1ccc(OCCC)c(OCC)c1)n2C,i,5%,.,.,.,15%,.,-9%,.,.
CN(c1ccccc1)S(=O)(=O)c1ccc(C(=O)Nc2nnc(C3CC3)s2)cc1,i,1%,.,.,.,-3%,.,-8%,.,.
CCN(CC)c1ccc(NC(=O)c2ccco2)cc1,i,13%,16%,23,7%,10%,-5.0%,-4%,1.1,14
O=C(NCc1ccccc1)c1cccc(S(=O)(=O)N2CCOCC2)c1,i,8%,2%,16,3%,-3%,-3.9%,-2%,1.1,-18

Next section:
SMILES,Yfh1-depleted yeast,M1AAP inhibition,human PMI inhibitors,WT yeast gro inh,human PMI inhibition,P. falciparum M17LAP,XIAP antagonists,LYP phosphatase,TNAP activation fold,WT yeast gro inh mutant strain
O=C(/C=C/c1ccccc1)N1CCC(Cc2ccccc2)CC1,.,9%,0%,3,3%,-1%,-2.4%,9%,1,10
CCOc1ccc(NC(=O)c2cn(CC(C)C)c(=O)c3c2c2ccccc2n3C)cc1,i,0%,24%,-23,19%,12%,-30%,-8%,1.1,-57
CN1CCc2c(sc3c2c(=O)n(-c2ccccc2)c2nncn32)C1,i,9%,9%,-3,-1%,9%,-1.7%,-1%,1.1,14
N#C/C(=C(/O)c1ccco1)c1nc2ccccc2s1,i,13%&12%,-5%,12,-4%,17%&53%,-1.4%,-1%&8%,1.1,7
COc1cc2c(C)nc(C)c(C#N)c2cc1OC,i,10%,6%,10,12%,-13%,-0.9%,-7%,1.1,4
COc1ccc(N2C(=O)NC3CC2(C)Oc2ccc(Br)cc23)cc1OC (stereo not given),i,2%,12%,9,9%,0%,-6.1%,-3%,1,-1
COc1ccc(CNC(=O)COC(=O)CCc2nc3ccccc3c(=O)[nH]2)cc1,i,5%,-3%,-11,-3%,1%,-3.7%,-3%,1.1,4
COC(=O)c1cc(Br)c(=O)n(CC(C)C)c1,i,2%,4%,2,13%,5%,-5.1%,-4%,1.1,-47

The list goes on:
SMILES,Yfh1-depleted yeast,M1AAP inhibition,human PMI inhibitors,WT yeast gro inh,human PMI inhibition,P. falciparum M17LAP,XIAP antagonists,LYP phosphatase,TNAP activation fold,WT yeast gro inh mutant strain
Cc1n[nH]c(C)c1N=Nc1cc(Cl)ccc1Cl,i,0%,7%,29,6%,6%,-5.8%,-2%,1.1,31
CC1CCC(C(C)C)C(OC(=O)CSc2nc(N)cc(=O)[nH]2)C1 (stereo not given),i,21%,6%,55,8%,12%,-0.9%,-3%,1.1,-4
Cc1ccc(S(=O)(=O)CC(C)(O)CS(=O)(=O)c2ccc(C)cc2)cc1,i,-3%,.,.,.,12%,.,-10%,.,.
O=C(Cn1c(=O)oc2cc(S(=O)(=O)NCc3ccccc3)ccc21)NCc1ccco1,i,2%,-6%,-10,3%,-3%,3.3%,-6%,1.1,-9
Cc1c(C)n(CC(O)CNc2ccccc2)c2ccccc12 (stereo not given),i,7%,33%,34,28%,-2%,-3.9%,0%,1,18
COc1ccc(CCNC(=O)Cn2c(=O)n(-c3ccc(C)c(F)c3)c(=O)c3sccc32)cc1OC,i,3%,7%,16,11%,3%,-5.6%,-6%,1.1,6
CN(C)c1ccc(NC(=O)c2cnsn2)cc1,i,-1%,24%,-11,20%,13%,-7.9%,-6%,1.1,-15
Cc1ccc(CNn2cnnc2SCC(=O)NC(C)(C)C)cc1,i,2%,-4%,-8,6%,8%,-7.6%,-10%,1.1,-6

Additional entries:
SMILES,Yfh1-depleted yeast,M1AAP inhibition,human PMI inhibitors,WT yeast gro inh,human PMI inhibition,P. falciparum M17LAP,XIAP antagonists,LYP phosphatase,TNAP activation fold,WT yeast gro inh mutant strain
COc1ccccc1NC(=O)CC(c1ccc(F)cc1)c1ccco1 (stereo not given),i,4%,.,.,.,1%,.,-5%,.,.
COC(=O)C(C)Oc1ccc(-c2nccc(-c3cccs3)n2)cc1 (stereo not given),i,2%,24%,39,16%,-7%,0.5%,0%,1,37
Cn1c(SCC(=O)N2CCc3ccccc32)nnc1-c1ccc(S(=O)(=O)N2CCCC2)cc1,i,0%,6%,0,19%,-23%,-9.3%,-5%,1,1
O=C(COC(=O)CSc1ccc2ccccc2c1Br)NC1CC1,i,1%,2%,-7,-2%,-1%,-2.5%,-5%,1,7
CCCCCCc1nnc(N)s1,i,16%,-6%,-4,-9%,-5%,-4.9%,-3%,1.2,3
COc1ccc(Nc2nc(Cl)nc(Nc3ccc(OC)cc3OC)n2)c(OC)c1,i,4%,7%,-2,8%,-3%,0.2%,10%,1.1,1
Cn1c(CN2CCCCC2)nc2cc(NC(=O)c3ccccc3)ccc21,i,6%,-16%,8,-1%,-1%,-4.0%,-6%,1.1,12
CCC(C)(C)NC(=O)c1ccc(Sc2nncn2C)c([N+](=O)[O-])c1,i,1%,2%,1,1%,13%,5.9%,-1%,1.1,0

Further entries follow:
SMILES,Yfh1-depleted yeast,M1AAP inhibition,human PMI inhibitors,WT yeast gro inh,human PMI inhibition,P. falciparum M17LAP,XIAP antagonists,LYP phosphatase,TNAP activation fold,WT yeast gro inh mutant strain
S=C(NCc1cccnc1)Nc1cc(Cl)cc(Cl)c1,i,7%,.,.,.,0%,.,1%,.,.
Cc1ccc(SCCNC(=O)CN2C(=O)c3ccccc3S2(=O)=O)cc1,i,-2%,-1%,11,0%,54%,0.1%,-6%,1.1,20
Brc1ccc(-c2nnc3ccc(Nc4ccccc4)nn23)cc1,i,11%,-7%,-6,7%,6%,-6.2%,5%,1.1,-21
CC1=C(C(=O)OC(C)C)C(c2ccccc2Cl)CC(=O)N1 (stereo not given),.,-4%,-12%,7,-4%,-9%,-4.4%,1%,1,-79
Cc1sc(NC(=O)CCl)c(C(=O)c2ccccc2)c1C,i,11%,3%,-17,23%,0%,1.2%,6%,1,0
O=C(COc1cccc(NC(=O)c2ccccc2)c1)c1ccc(F)cc1,i,4%,-17%,-2,-15%,-11%,-13%,-5%,1,-12
CCN1CCC2(CC1)Oc1c(OC)cccc1C1CC(c3cccnc3)=NN12 (stereo not given),i,4%,.,.,.,14%,.,-8%,.,.
COc1ccc2c(c1)C(C)=CC(C)(C)N2C(=O)Nc1ccccc1,i,2%,.,24,.,9%,-11%,-5%,1.1,37

Continued:
SMILES,Yfh1-depleted yeast,M1AAP inhibition,human PMI inhibitors,WT yeast gro inh,human PMI inhibition,P. falciparum M17LAP,XIAP antagonists,LYP phosphatase,TNAP activation fold,WT yeast gro inh mutant strain
CCOC(=O)Cc1csc(NS(=O)(=O)c2ccc3ccccc3c2)n1,i,7%,3%,-25,9%,38%,1.3%,-6%,1.1,-18
O=c1ccnc(S/C=C/c2ccccc2)[nH]1,i,5%,-2%,-6,-5%,16%,-6.0%,-3%,1.1,15
Cc1ccc(C(=O)C(O)C(c2ccc(C)cc2)N2CCCCC2)cc1 (stereo not given),i,6%,2%,0,6%,4%,-1.2%,-7%,1,9
Clc1ccc(Nc2nc3cccnc3s2)cc1,i,4%,-11%,-12,-12%,-4%,-5.8%,-10%,1,7
Cn1c(=O)[nH]c(=O)c2c1ncn2CCN1CCOCC1,i,2%,13%,-35,14%,-4%,-2.6%,-12%,1.1,-31

Screening results deposited in PubChem by several laboratories.

Rows are unselected; overall some 3.7% were active at least once.
